Compound activity: PubChem BioAssay, National Center for Advancing Translational Sciences (NCATS)
EPAC2 agonist = qHTS for Agonist of cAMP-regulated guanine nucleotide exchange factor 4 (EPAC2): primary screen | EPAC2 activation, biochemical qHTS; response scale: 100% = 6.5 mM cAMP response | Rap guanine nucleotide exchange factor 4 (Homo sapiens), Q8WZA2 | Potency, µM (highest dose often 154 µM), for inactives: at the top dose activation, usual class: activators | AID 720711, 2013 | actives 0.079% (n = 360,000); also: potency is read from the fitted curve at half-maximal effect; nearly all actives have a fitted effect of over 50% in size
Target sequence (Q8WZA2 whole entry, looked up): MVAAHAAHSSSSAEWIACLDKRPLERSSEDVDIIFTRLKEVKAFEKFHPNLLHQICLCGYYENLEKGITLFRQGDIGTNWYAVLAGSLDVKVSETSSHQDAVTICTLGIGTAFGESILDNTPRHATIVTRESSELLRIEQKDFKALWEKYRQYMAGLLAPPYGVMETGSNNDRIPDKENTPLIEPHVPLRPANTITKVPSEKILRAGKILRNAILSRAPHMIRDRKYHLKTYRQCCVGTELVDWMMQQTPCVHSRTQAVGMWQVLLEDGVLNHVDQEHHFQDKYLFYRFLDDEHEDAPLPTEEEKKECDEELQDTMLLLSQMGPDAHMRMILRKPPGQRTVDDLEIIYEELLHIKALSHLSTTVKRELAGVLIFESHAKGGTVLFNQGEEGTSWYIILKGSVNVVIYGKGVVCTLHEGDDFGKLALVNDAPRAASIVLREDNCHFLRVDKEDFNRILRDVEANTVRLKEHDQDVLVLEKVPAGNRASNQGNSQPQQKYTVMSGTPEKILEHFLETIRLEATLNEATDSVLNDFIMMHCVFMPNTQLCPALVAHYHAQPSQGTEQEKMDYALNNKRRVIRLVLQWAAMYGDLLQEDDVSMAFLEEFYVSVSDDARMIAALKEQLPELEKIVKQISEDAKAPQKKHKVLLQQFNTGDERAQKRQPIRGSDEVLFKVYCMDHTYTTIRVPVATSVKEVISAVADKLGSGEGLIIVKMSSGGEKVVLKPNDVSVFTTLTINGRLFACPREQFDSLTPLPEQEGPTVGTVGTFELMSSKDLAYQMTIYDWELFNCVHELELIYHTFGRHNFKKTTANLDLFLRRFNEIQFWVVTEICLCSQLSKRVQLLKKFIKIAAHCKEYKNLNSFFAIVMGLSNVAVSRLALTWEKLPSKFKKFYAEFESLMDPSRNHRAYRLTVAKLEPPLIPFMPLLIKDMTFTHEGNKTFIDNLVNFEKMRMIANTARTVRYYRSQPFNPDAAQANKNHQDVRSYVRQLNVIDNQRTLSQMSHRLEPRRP
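Exchange assay: 100 nM EPAC2 with 250 nM Rap1B-BODIPY-GDP and 50 uM GDP. Fluorescence (ex 480/em 540 nm) read every 5 min for 30 min at room temperature. Data normalized to 6.5 mM cAMP as agonist control.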
Nrf2 ARE act = qHTS of Nrf2 Activators | AREc32 ARE-luciferase reporter (MCF7-derived line), luminescence, 24 h | Potency, µM (series often up to 46.1 µM), for the others: at the top dose activation, hits mostly activators | actives 0.31% (n = 410,000) | AID 624171, 2012; also: potency is read from the fitted curve at half-maximal effect; % of control where 0% means no effect; nearly all actives have a fitted effect of over 65% in size
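Steps: seed AREc32_Fluc cells (1000/well, 5% FBS OPTI-MEM); incubate overnight at 37 deg C; add 23 nL compound; incubate 24 hr; add Steady-Glo; hold 30 min RT; read luminescence.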
A549 tox = Nrf2 qHTS screen for inhibitors: counterscreen for cytotoxicity; A549 ARE-Fluc cells, CellTiter-Fluor viability, 18-24 h; Potency, µM (doses to about 46 µM), without a hit: at the highest dose activity change, negative = cytotoxicity, hits mostly inhibitors; actives 0.16% (n = 390,000); AID 504648, 2011; also: potency is read from the fitted curve at half-maximal effect; % is scaled to controls: 0 for no effect and ±100 for the full control effect
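Cytotoxicity counterscreen: CellTiter-Fluor fluorescence was measured in A549 ARE_Fluc cells after 18-24 h of compound exposure in a concentration series. The subsequent BugLite luminescent read reports ARE-luciferase activity.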
S2 tox = Viability Counterscreen for Primary qHTS for Inhibitors of ATXN expression; S2 cells (HEK-293 line with an ATXN2-luciferase reporter) viability, CellTiter-Fluor protease fluorescence, 24 h; Potency, µM (titrated, usually from 56.7 µM), hits mostly cytotoxic; actives 0.49% (n = 400,000); AID 651635, 2014; also: potency is read from the fitted curve at half-maximal effect; nearly all actives have a fitted effect of over 40% in size
TGFb SMAD3 inh = qHTS for Inhibitors of TGF-b. HepG2 CAGA-GFP TGF-b/SMAD3 reporter, GFP fluorescence, 18 h; TGF-beta stimulated, 500 pg/mL final. Potency, µM (doses to about 46.1 µM), for inactives: at the top dose activity, negative = inhibition, usual class: inhibitors. actives 1.2% (n = 410,000). AID 588855, 2011; also: potency is read from the fitted curve at half-maximal effect; % is scaled to controls: 0 for no effect and ±100 for the full control effect; nearly all actives have a fitted effect of over 65% in size
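Read-out: total well GFP (ex488/em500-530) summed from mean per-cell fluorescence. Cells: HEPG2 CAGA-GFP, 1% FBS DMEM, 18 h at 37 degrees C with 500 pg/mL final TGF-beta. Unstimulated wells served as the full-inhibition control; stimulated DMSO wells = 0%.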
HepG2 viability = qHTS for Inhibitors of TGF-b: Cytotox Counterscreen | HepG2 CAGA-GFP viability, ATP luminescence, 18 h | Potency, µM (series often up to 46.1 µM), for inactives: at the top dose activity change, negative = cytotoxicity, most hits filed as cytotoxic | actives 0.76% (n = 410,000); also: potency is read from the fitted curve at half-maximal effect; some results filed as inactive show a strong effect at the top dose
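CellTiter-Glo luminescence gave cytotoxicity after 18 hours at 37 degrees C. The cells were HepG2 CAGA-GFP in 1% FBS DMEM, stimulated with 500 pg/mL TGF-beta after compound addition. %Activity was normalised to no-cell wells (complete cell-killing) and DMSO (no toxicity), and curves were fitted and classified.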
IL-2 act = qHTS of IL-2 Activators. IL-2 activation reporter assay, cell-based qHTS; stimulated with anti-CD3/CD4/CD28 beads; in transgenic mouse T cells. activation, % (series mostly up to about 46 µM). actives 0.065% (n = 360,000). AID 652025, 2013; in the data active = activation above about 50%; inconclusive = mostly about 30% to 49%; also: 0% is about no effect
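Quantitative HTS in unstimulated transgenic mouse T cells, with memory T cells as non-tolerant control and PMA/ionomycin as tolerance-bypass control. Compound pretreatment lasted 60 minutes before 18 h bead stimulation; EGFP/DsRed fluorescence read.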
Nrf2 block = Nrf2 qHTS screen for inhibitors; actives 2.1% (n = 360,000); Potency, µM (highest dose often 46 µM), for inactives: top-dose activity change, negative = inhibition, usual class: inhibitors; A549 ARE-Fluc reporter, luciferase luminescence, 18-24 h; also: potency is read from the fitted curve at half-maximal effect; % is scaled to controls: 0 for no effect and ±100 for the full control effect; nearly all actives have a fitted effect of over 60% in size
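Quantitative HTS in A549 cells stably bearing an antioxidant response element-firefly luciferase construct. Inhibition of Nrf2-driven transcription was scored by luminescence after 18-24 h of compound exposure at 37 °C.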
ATXN2 expr inh = Primary qHTS for Inhibitors of ATXN expression | HEK-293 ATXN2-luciferase reporter, luminescence, 24 h | Potency, µM (titrated, usually from 57 µM), for inactives: at the top dose activity change, negative = inhibition, most hits filed as inhibitors | actives 0.72% (n = 360,000) | AID 1745845, 2022; also: potency is read from the fitted curve at half-maximal effect; % is scaled to controls: 0 for no effect and ±100 for the full control effect; nearly all actives have a fitted effect of over 55% in size
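qHTS (up to 57 uM final) was run with 24 h compound exposure of reporter cells at 37 °C. Each well was multiplexed: SteadyGlo luminescence measured ATXN2-luciferase expression after a fluorogenic Gly-Phe-AFC viability readout (25 uM final).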
* hit, by the source's call; i = inactive; ? = inconclusive; . = not tested or not shown; & = joins results of further samples; [ ] = another dose, or the depositor's remark. Unless noted, calls follow the shape of the dose curve; as a rule, active = well fitted curve in the direction sought with a large enough effect; inconclusive = small, poorly fitted or top-dose-only effect, or another doubt; inactive = no such curve, though single readings can be large; an effect the other way counts as inactive or inconclusive.

SMILES,EPAC2 agonist,Nrf2 ARE act,A549 tox,S2 tox,TGFb SMAD3 inh,HepG2 viability,IL-2 act,Nrf2 block,ATXN2 expr inh
CC(=O)Nc1ccc(NC(=O)CCc2nc3ccccc3c(=O)[nH]2)cc1,5%,-0.4%,-9%,i,1%,3%,-0.7,-5%,13%
O=C(COC(=O)c1cc(Br)ccc1O)Nc1ccc2c(c1)OCO2,2%,2.7%,3%,i,?,-26%,0.2,3%,.
CCCC(NS(=O)(=O)c1ccc(OC)cc1)C(=O)O (stereo not given),8%,-0.3%,0%,i,2%,-2%,0.5,7%,-20%
COc1ccc(NC(=O)CCc2nc3cccnc3n2-c2ccccc2)c(OC)c1,.,-0.9%,-1%,i,6%,3%,.,-26%,3%
CC(C)COc1cc(=O)[nH]c(SCC(C)C)n1,-15%,0.1%,-10%,i,-5%,-34%,-0.8,?,-29%
Cc1ccc(NC(=O)Nc2ccc3c(c2)CCC3)c(C)c1,0%,-0.5%,4%,i,0%,1%,0.6,11%,7%
Cc1ccc(C(=O)Oc2coc(CSc3nnc(NC(=O)c4cccs4)s3)cc2=O)cc1C,-9%,-0.3%,1%,i,-4%,3%,-0.4,15µM*,-7%
O=C(O)c1ccc2c(=O)n3cc(C(=O)c4ccccc4O)cc(Cl)c3nc2c1,14%,2.4%,?,i,-22%,-5%,-1.4,?,-10%
C=CCOc1ccc(/C=C2\SC(=Nc3cccnc3)NC2=O)cc1,4%,4.6%,-9%,i,27%,24%,-3.2,4%,30%
O=C(Nc1ccc2nn(-c3ccccc3)nc2c1)c1ccc2c(c1)OCO2,-7%,-0.5%,-24%,?,0%,-47%,-3.7,?,?

Next part:
SMILES,EPAC2 agonist,Nrf2 ARE act,A549 tox,S2 tox,TGFb SMAD3 inh,HepG2 viability,IL-2 act,Nrf2 block,ATXN2 expr inh
COc1ccc(OC)c(/C=N/N=C(\N)c2nonc2N)c1,6%,6.2%,0%,i,15%,19%,-0.1,-10%,.
COc1ccccc1N1CCN(C(=O)c2ccc3c(c2)N(Cc2ccccc2)C(=O)c2ccccc2S3(=O)=O)CC1,.,3.3%,-4%,.,.,5%,.,-13%,.
O=C(CCC(=O)N(CC(=O)NC1CCCCC1)CC1CCCO1)Nc1nccs1 (stereo not given),-7%,-0.4%,2%,i,-3%,11%,5.4,1%,2%
CCN(CC(=O)Nc1ccc2c(c1)OCCO2)C(=O)/C=C/c1cccc(Br)c1,14%,0.2%,-18%,i,3%,7%,-2.0,18%,52%[activator]
Cc1nn(CC(=O)N2CCN(c3ccccc3F)CC2)c(=O)c2cccn12,.,-0.2%,9%,.,.,-3%,.,?,.
COc1ccc(C2N(C(=O)N(C)C)CCN2S(=O)(=O)c2ccc(OC)cc2)cc1 (stereo not given),2%,-0.7%,-2%,i,0%,27%,-0.5,-9%,-21%
CCCN(C(=O)Cn1nc(C)c([N+](=O)[O-])c1C)c1c(N)n(Cc2ccccc2)c(=O)[nH]c1=O,-2%,0.3%,1%,i,5%,6%,0.5,0%,-2%
Cc1ccc(-c2ccc(C3C(C#N)=C(N)Oc4n[nH]c(C)c43)o2)cc1 (stereo not given),19%,?,.,i,?,16µM*,-2.2,-4%,-3%
O=C(NC(=S)Nc1ccc2c(c1)OCCO2)c1ccccc1F,-5%,-0.3%,1%,i,5%,-9%,1.5,4%,79%[activator][11.3 µM]
Cc1cc(C(=O)OCC(=O)NC2CCC(C)CC2)c(C)o1 (stereo not given),11%,-0.3%,2%,i,7%,1%,-1.2,8%,-18%

3 of the entries above in order of the Nrf2 block value, descending:
| Structure | Nrf2 block |
| --- | --- |
| Cc1cc(C(=O)OCC(=O)NC2CCC(C)CC2)c(C)o1 (stereo not given) | 8% |
| COc1ccc(C2N(C(=O)N(C)C)CCN2S(=O)(=O)c2ccc(OC)cc2)cc1 (stereo not given) | -9% |
| COc1ccc(OC)c(/C=N/N=C(\N)c2nonc2N)c1 | -10% |

(listing goes on)
SMILES,EPAC2 agonist,Nrf2 ARE act,A549 tox,S2 tox,TGFb SMAD3 inh,HepG2 viability,IL-2 act,Nrf2 block,ATXN2 expr inh
Cc1ccc(C(=O)CSc2nnc(COc3cccc(C)c3)o2)cc1,6%,-0.2%,1%,i,-6%,-7%,-2.5,?,-9%
COc1ccc2[nH]c(=O)c(-c3noc(-c4ccccc4)n3)cc2c1,0%,3.4%,-8%,i,0%,4%,0.7,?,26%
CC1CCCC(NC(=O)CCNC(=O)c2ccccc2Cl)C1C (stereo not given),1%,0.1%,0%,i,?,-19%,-1.3,-9%,-3%
Cc1cc(NC(=O)/C=C/c2ccccc2Cl)n(-c2nc3ccccc3[nH]2)n1,17%,5.3%,-1%,i,0%,-7%,0.3,-4%,-1%
CC1=CS(=O)(=O)CC1SC(=S)N(C)C1CCS(=O)(=O)C1 (stereo not given),-2%,-0.3%,-4%,i,10%,2%,0.8,-8%,3%
COC(=O)c1ccccc1NC(=O)COC(=O)c1ccc(C)c(NC(=O)c2ccco2)c1,0%,-0.4%,-9%,?,4%,8%,5.0,?,-14%
COc1cc(Cl)c(NC(=O)c2cc(CN3CCCC3)on2)c(OC)c1,.,4.4%,5%,?,-7%,-8%,.,10%,9%
O=C(c1cc(Cl)cc(Cl)c1)N1CCC(=O)N(C(COCc2ccccc2)Cc2ccccc2)CC1 (stereo not given),-4%,-4.2%,?,?,?,-23%,-0.2,?,?
O=C(Nc1nncs1)c1cccnc1Cl,3%,-0.9%,-2%,i,0%,12%,-0.7,-4%,4%
COc1cc2nc(Nc3cccc(F)c3)nc(N)c2cc1OC,16%,-0.3%&6.9%,2%&3%,i,?,-34%&-46%,-4.4,12%&-8%,-24%&-25%

The list goes on.
SMILES,EPAC2 agonist,Nrf2 ARE act,A549 tox,S2 tox,TGFb SMAD3 inh,HepG2 viability,IL-2 act,Nrf2 block,ATXN2 expr inh
CCNc1cc(=O)n(C)c(=O)n1C,-11%,3.7%,-5%,i,2%,4%,-0.1,.,2%
CNc1nc(-c2ccc3c(c2)CCN3S(=O)(=O)c2ccccc2)c(C)s1,15%,3.1%,4%,i,1%,-30%,0.0,?,-19%
CC1CCN(C(=O)CSc2c3c(nc4cc(Cl)ccc24)CCCC3)CC1,.,24%,-15%,?,?,11µM*,.,7%[9.27 µM],?
N#Cc1nc(Cc2ccccc2)oc1N1CCC(C(N)=O)CC1,-80%[inhibitor][15.6 µM],0.1%,-2%,i,-2%,-12%,-0.5,4%,0%
CC(=O)c1c(C)[nH]c(C(=O)OCC(=O)NCCCc2ccccc2)c1C,13%,3.1%,-1%,i,?,-31%,0.2,?,-18%
CSCCC(N=C1NS(=O)(=O)c2ccccc21)C(=O)NCc1ccccc1F (stereo not given),-1%,-0.1%,-3%,i,30%[activator],11%,-3.4,-10%,-3%
CC1(C)CC2CC(C)(CN2C(=O)COC(=O)Cn2[nH]c(=O)c3ccccc3c2=O)C1 (stereo not given),-6%,-0.7%,10%,i,4%,-3%,0.3,6%,0%
COc1ccccc1C(=O)NC(CCSC)C(=O)NCCCn1nc(C)cc1C (stereo not given),1%,0.5%,-9%,i,-1%,2%,0.5,7%,-7%
COc1cccc(-n2cc(C(=O)Nc3cc(C)c(Cl)cc3OC)c3ccccc3c2=O)c1,.,-1.2%,-7%,.,-9%,-9%,.,-9%,.
Cc1cccn2c(=O)c3cc(C(=O)NCCN4CCOCC4)c(=N)n(CCc4ccccc4)c3nc12,7%,0.3%,?,i,-4%,1%,-0.1,-6%,-23%

Continued:
SMILES,EPAC2 agonist,Nrf2 ARE act,A549 tox,S2 tox,TGFb SMAD3 inh,HepG2 viability,IL-2 act,Nrf2 block,ATXN2 expr inh
CC(=O)N1CCc2cc(S(=O)(=O)NCCC(=O)Nc3cccc(C)c3)ccc21,7%,-0.3%,-1%,i,-8%,-1%,-0.3,-1%,2%
COc1ccccc1NC(=O)CN(Cc1ccccc1)S(C)(=O)=O,-4%,-0.8%,3%,i,1%,-8%,1.0,8%,-6%
COC(=O)c1nc2cc(C)ccn2c1F,8%,2.4%,-1%,i,1%,-13%,1.6,4%,19%
CN(CC(=O)Nc1c(Cl)cccc1Cl)C(=O)c1cccc(S(=O)(=O)NCc2ccccc2)c1,4%,-0.5%,-5%,i,-20%,0%,0.9,0%,1%
Cc1cc(C)n2c(SCC(=O)Nc3cc(S(=O)(=O)N(C)C)ccc3C)nnc2n1,0%,0.0%,1%,i,14%,-13%,0.1,1%,-5%
O=C(CSc1nnc(-c2ccccn2)o1)Nc1ccccc1,11%,3.2%,12%,i,1%,-2%,4.8,?,55%[activator]
CCOC(=O)N1C2=NC(C(=O)OC)=C(C(=O)OC)[C@@H]3N(C)c4ccccc4[C@]23C[C@H]1C(=O)OC,13%,-0.2%,3%,i,-12%,-22%,0.0,-4%,-6%
Cc1cc(-c2ccccc2)n(-c2cc(N/N=C/c3ccccc3O)ncn2)n1,-3%,-1.3%,-8%,?,?,-11%,-4.1,-13%,?
CC(C)N(CCCNC(=O)C1CCN(S(=O)(=O)N2CCOCC2)CC1)Cc1ccccc1,4%,0.3%,0%,i,-2%,-11%,0.1,5%,-2%
CCOc1ccccc1NC(=O)Cn1cnc2c(nnn2-c2cccc(OC)c2)c1=O,-4%,2.1%,?,i,-10%,-5%,-0.4,?,-25%
COC(C[C@@H]1O[C@H]1[C@@H](O)[C@@H](C)OCc1ccccc1)OC,6%,-0.5%,2%,i,3%,3%,-0.7,6%,-2%

Random draw from the library. Share with any hit: about 4.3%.
